From PubChem BioAssay
S1P4 agonist = agonists of human S1P4 receptor. O95977. hit rate 0.35% among 220,000. AID 1509. S1P4-expressing cell line, agonist reporter assay. activation, % at 4.98 µM; in the data active = activation above about 11%;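 also: 0% = DMSO vehicle and 100% = reference agonist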
EP2 antag = EP2 receptor (human) inhibition; inhibition, % at 25 µM; C6 glioma cells expressing human EP2, cAMP TR-FRET; cells stimulated with saturating PGE2; P43116; hit rate 0.52% among 260,000;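 active = percent inhibition above 40 after rounding to a whole number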;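 also: rat C6 glioma host cells with rolipram phosphodiesterase inhibitor present; the protocol text gives 20 µM as final concentration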
NPY-Y1 antag = NPY-Y1 (human) receptor antagonism | hit rate 1% among 200,000 | P25929 | HEK293-CNG Y1 cells, membrane potential fluorescence; NPY at EC95, then isoproterenol | inhibition, % at 3.6 µM;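 active = inhibition above the campaign mean inhibition of all tested compounds plus 3 SD, cut at about 20% in these data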;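 also: 0% = DMSO wells given NPY plus isoproterenol and 100% = isoproterenol alone without NPY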
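Benchmarks – high control isoproterenol alone, low control NPY with isoproterenol · Material – HEK293 Y1/CNG channel cell line · Times – dye 3 h, compound 60 min room temperature, stimulation 45 min · Probe or stimulus – NPY (25 nM), isoproterenol (1 µM), Ro 20-1724 (25 µM) · Evaluation – % inhibition of NPY effect · Signal – fluorescence, membrane potential probe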
NPY1 pot ag = potentiates or activates human NPY-Y1 receptor. P25929. activation, % at 3.6 µM. hit rate 0.37% among 220,000. AID 1304. NPY-Y1 expressing cells, potentiator/agonist activation; in the data active = activation above about 33%, passing the limit was not always enough;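 also: cells stimulated with NPY at EC10 then isoproterenol at EC100; 0% = low agonist plus stimulus and 100% = saturating agonist plus stimulus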
eIF4E 4G PPI = blocks eIF4E binding to eIF4G. hit rate 0.37% among 220,000. TR-FRET eIF4E-eIF4GI(517-606) binding, 2 h. inhibition, % at 21.7 µM. P63073+Q04637. AID 782;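 active = inhibition above about 30%, limit read from the data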;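 also: 0% = full FRET control wells and 100% = background wells lacking eIF4GI fragment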
S1P4 antagonist = blocks the human S1P4 receptor. O95977. S1P4-expressing cells, antagonist mode, reporter read-out. inhibition, % at 4.98 µM. hit rate 0.26% among 220,000; in the data active = inhibition above about 29%;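 also: 0% = wells stimulated with agonist and 100% = vehicle wells without agonist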
EP2 modulator = modulates human prostaglandin E2 receptor EP2 signaling; hit rate 0.83% among 260,000; AID 940; induction, % at 25 µM; P43116; EP2-expressing cells, cAMP HTRF FRET, PGE2 co-stimulation;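 active = compounds whose cAMP rise, as percent of the full-agonist control response, exceeds 60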;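 also: rat C6 glioma line stably carrying human EP2 under a CMV promoter; the protocol text gives 20 µM as final concentration; 100% = response of wells given 1 µM PGE2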
p97 inhibitor = blocks human p97 ATPase activity; recombinant p97 ATPase, Kinase-Glo ATP luminescence, 3 h; inhibition, % at 8 µM; hit rate 0.42% among 220,000; AID 1481; in the data active = inhibition above about 15%;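 also: 0% = DMSO vehicle and 100% = wells lacking enzyme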
Target sequence (P55072 whole entry, looked up): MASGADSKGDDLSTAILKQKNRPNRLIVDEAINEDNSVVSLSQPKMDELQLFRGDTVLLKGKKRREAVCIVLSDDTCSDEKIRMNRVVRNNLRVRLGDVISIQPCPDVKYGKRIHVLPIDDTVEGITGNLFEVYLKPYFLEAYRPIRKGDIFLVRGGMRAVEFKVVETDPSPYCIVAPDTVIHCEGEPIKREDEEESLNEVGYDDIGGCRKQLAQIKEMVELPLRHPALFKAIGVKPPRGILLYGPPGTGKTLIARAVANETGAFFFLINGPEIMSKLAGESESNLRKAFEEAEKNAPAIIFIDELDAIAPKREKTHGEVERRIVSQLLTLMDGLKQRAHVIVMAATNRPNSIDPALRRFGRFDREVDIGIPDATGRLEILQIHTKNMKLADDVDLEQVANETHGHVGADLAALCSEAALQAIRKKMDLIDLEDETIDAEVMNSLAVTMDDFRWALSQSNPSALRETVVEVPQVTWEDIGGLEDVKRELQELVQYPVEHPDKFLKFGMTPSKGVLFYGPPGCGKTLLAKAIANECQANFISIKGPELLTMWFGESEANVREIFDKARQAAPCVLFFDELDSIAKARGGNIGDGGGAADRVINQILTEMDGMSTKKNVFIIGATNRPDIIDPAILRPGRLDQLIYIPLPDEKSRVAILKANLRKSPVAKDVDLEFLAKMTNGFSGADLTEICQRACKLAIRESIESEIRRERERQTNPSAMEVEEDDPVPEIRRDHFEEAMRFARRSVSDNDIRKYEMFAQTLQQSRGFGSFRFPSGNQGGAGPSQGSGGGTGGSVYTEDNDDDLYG
NPY-Y2 PAM-ag = potentiates or activates human NPY-Y2 receptor; P49146; activation, % at 3.6 µM; hit rate 0.45% among 220,000; AID 1359; cells expressing NPY-Y2, potentiator/agonist read-out; in the data active = activation above about 27%;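 also: cells stimulated with NPY near EC25 plus isoproterenol at EC100; 0% = vehicle plus submaximal agonist and 100% = vehicle plus saturating agonist; some results beyond the cut were filed as inactive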
Active calls of the source: *; · = no result given; & = joins results of further samples; [ ] = another dose, or the depositor's remark.

SMILES | S1P4 agonist | EP2 antag | NPY-Y1 antag | NPY1 pot ag | eIF4E 4G PPI | S1P4 antagonist | EP2 modulator | p97 inhibitor | NPY-Y2 PAM-ag
CCOC(=O)N1CCN(C(=O)c2ccc(S(=O)(=O)c3ccc(C)cc3)c(NC(C)=O)c2)CC1 | 1.1 | 11 | 4 | -2 | 3 | -4 | 39 | -1 | 4
Cn1nc(CC(=O)NC2CCCCCC2)c2ccccc2c1=O | -0.5 | 10 | 3 | -1 | 0 | -13 | -5 | 4 | -1
CC(=O)Nc1ccc(S(=O)(=O)NCCN2CCOCC2)cc1 | -0.4 | 10 | 4 | -1 | -2[fluorescence artefact?] | -14 | 18 | 4 | 0
CCOc1ccc(-c2nnn(CC(=O)c3cc(OC)ccc3OC)n2)cc1 | 1.9 | 11 | 2 | 3 | -4 | 6 | -13 | 2 | 4
CSc1nnc(-c2sccc2OCc2ccc(C)cc2)n1C | 0.5 | 6 | 6 | 17 | -8 | -20 | -7 | -1 | 17
C=CCN(C(=O)CSc1nc2[nH]ncc2c(=O)n1-c1ccccc1OC)c1ccccc1 | -0.4 | · | -3 | -27 | 7 | -7 | -21 | -7 | -6
CCCN1CCC(NC(=S)Nc2ccc(OC)c(OC)c2)CC1 | 0.0 | 10 | 3 | 16 | 0 | -5 | 12 | 5 | 6
Cc1sc2ncnc(N=Nc3c(O)[nH]c4ccccc34)c2c1C | -0.9 | 8 | 4 | -2 | -1 | -24 | -17 | 2 | -4
CCc1nc2oc3cc(OC)ccc3c(=O)c2c(=O)n1Cc1ccccc1 | -0.1 | 9 | 2 | 5 | 5 | -3 | 14 | 3 | -17
CCOC(=O)c1c(/N=C/N(C)C)sc(/C=N/Nc2ccccc2)c1-c1ccccc1 | -0.9 | 4 | 1 | -13 | -3 | -10 | 5 | 1 | 4
Cc1ccc(CNC(=O)CN2CCN(Cc3ccc(C)cc3)C2=O)cc1 | 1.2 | 8 | -1 | -1 | -9 | 2 | 24 | 1 | -14
C=CCNC(=S)N1CCN(CCN=Cc2c(C)[nH]n(-c3ccc([N+](=O)[O-])cc3)c2=O)CC1 | -1.1 | 13 | -2 | 15 | 2 | 0 | -75 | -31 | 7
CC1CCCCN1C(=O)C1CCCCN1S(=O)(=O)c1cccc([N+](=O)[O-])c1 (stereo unspecified) | 3.9 | 7 | · | -13 | 8 | 2 | -9 | -6 | -16
COc1ccccc1C(=O)N/C(=C/c1ccc(Br)cc1)C(=O)NCCO | 2.1 | 7 | 6 | 28 | -1 | -16 | 10 | -2 | -4
Cc1ccccc1C(=O)Nc1cccc(N)c1 | 0.5 | 9 | 6 | -13 | 1 | 4 | 2 | 1 | 4
CC(C)c1ccc(/C=N/NC(=O)C(=O)NCCCN2CCOCC2)cc1 | -1.7 | 3 | -2 | 0 | 1 | -13 | 7 | 2 | 1
COc1ccc(/C(C)=N/OCC(=O)N=Nc2c(O)[nH]c3ccc(Br)cc23)cc1 | 1.1 | 9 | 3 | 16 | -2 | -7 | -51 | 4 | 1
O=C(NNC(=O)c1cccnc1)Nc1ccc(Cl)c(Cl)c1 | -1.2 | 6 | 3 | 2 | 8 | 0 | 0 | 4 | -3
Cc1cc2c3c(c1C)C1(C(=O)N3C(C)(C)CC2C)C(C#N)=C(N)Oc2n[nH]c(C)c21 (stereo unspecified) | -1.1 | 9&8 | 4 | 3 | -1 | -15 | 28&-7 | 0 | 2
CCCCNC(=S)NNC(=O)c1ccc(Br)o1 | 0.6 | 14 | 4 | -7 | -1 | -8 | 33 | 4 | 10
CC(C)N(CCc1ccncc1)C(=S)Nc1cccc(Cl)c1 | 0.4 | 5 | -2 | -3 | 0 | -5 | -11 | 6 | 13
CCN(Cc1ccncc1)S(=O)(=O)c1ccc(C(C)=O)cc1 | -0.6 | 4 | -1 | 18 | -6 | -15 | -10 | -1 | -4
O=C1CC(c2ccccc2)Sc2nc(-c3ccccc3)c(-c3ccccc3)n21 (stereo unspecified) | -1.1 | 9 | 5 | -19 | -2 | 10 | 10 | 3 | 3
COc1cc(NC(=O)c2ccccc2)c(OC)cc1NC(=O)CN1CCCCC1 | -0.4 | 4 | -4 | -28 | 8 | 3 | 24 | -1 | 3
CCOC(=O)c1ccccc1NC(=S)N1CCC(C(N)=O)CC1 | 1.2 | 9 | 3 | 4 | 2 | 1 | 3 | 6 | -14
CCOc1cc(/C=C/C(=O)NCCc2ccc(S(N)(=O)=O)cc2)ccc1OCC(C)C | 0.5 | 7 | · | 23 | -13 | 1 | -13 | 5 | -10
CCOC(=O)C(=Cc1ccccc1OC)C(=O)OCC | -2.3 | 5 | -1 | -9 | 3 | 8 | -19 | 4 | -1
Cc1sc2ncn(CC(=O)OC(C)C(=O)NC(C)(C)C)c(=O)c2c1C (stereo unspecified) | 0.6 | 15&6 | 5 | 1 | -5 | 9 | 17&-33 | 1 | 10
CCCN(CCC)C(=O)CC(c1ccccc1)c1ccco1 (stereo unspecified) | -0.3 | 6 | · | 2 | 0 | -4 | 21 | 2 | -2
O=C(N/C(=C/c1cccnc1)C(=O)N1CCOCC1)c1ccccc1Br | 3.5 | 5 | -1 | -10 | 4 | -25 | -58 | 4 | 0
COc1cccc(CN(C)C(=O)c2cc(COc3ccc4ncccc4c3)on2)c1 | -1.1 | 8 | 21* | -59 | -1 | 2 | -45 | -4 | 19
O=C(CSc1ncnc2c1cnn2-c1ccccc1)Nc1ccccc1 | 0.1 | 8 | -3 | 6 | 7 | -2 | -2 | 0 | 16
CC(C)(C)c1ccc(C(=O)C2CCCN(C(=O)C3CCOCC3)C2)cc1 (stereo unspecified) | 0.0 | 20 | 10 | 6 | 3 | 3 | -60 | 1 | -2
CCCC1=NN(C(=O)Cc2ccc(OC)cc2)C(O)(C(F)(F)F)C1 (stereo unspecified) | 0.3 | 2 | 4 | -10 | -2 | 1 | 42 | -1 | 8
COc1ccc(C(=O)N/C(=C\c2ccco2)C(=O)OCc2ccco2)cc1 | -0.5 | 8 | · | -5 | 3 | 4 | 0 | 3 | -9
COCc1cc(C)nc(N2CCN(Cc3ccccc3)CC2)c1C#N | -0.8 | 4 | -4 | 15 | -2 | 7 | -2 | 2 | 8
CC(C)CN1CCN(Cc2cccc3cccnc23)CC1CCO (stereo unspecified) | -1.5 | 8 | 4 | -11 | -2 | -4 | 21 | -2 | 4
CCSc1nc2ccccc2c(=O)n1OCC(=O)OC | 3.8 | 0 | 6 | -35 | 2 | -7 | 19 | -2 | -28
COc1cccc(NC(=S)NCc2cccs2)c1 | 0.3 | 8 | -5 | 17 | 16[fluorescence artefact?] | 12 | -11 | 4 | -7
COc1cc2nc(Cl)nc(N3CCN(C)CC3)c2cc1OC | 0.5 | 5 | -1 | -6 | 0 | -8 | 5 | 7 | 15
Cc1ccc(S(=O)(=O)C(C#N)c2nc3ccccc3nc2N2CC(C)OC(C)C2)cc1C (stereo unspecified) | 1.4 | 9 | 3 | -23 | 4 | 0 | 40 | 0 | -16
CCCCS(=O)(=O)/C=C\C1C2C=CC(C2)C1S(=O)(=O)CCCC (stereo unspecified) | -1.0 | 14 | 3 | 9 | 3[fluorescence artefact?] | 10 | -9 | 1 | 11
COc1cc2c(cc1OC)/C(=C/c1ccc(Cl)cc1)C(=O)OC2 | 0.6 | 11 | -1 | 8 | -1 | -17 | -57 | -1 | 4
CN(CCCNC(=O)COc1cc(=O)n(C)c2ccccc12)Cc1ccccc1 | 0.2 | 2 | 2 | 16 | 3[fluorescence artefact?] | -10 | -4 | 4 | 5
COc1ccc(C(=O)NC(=S)Nc2ccc([N+](=O)[O-])cc2C)cc1OC | -3.0 | 6 | 5 | -36 | -3[fluorescence artefact?] | 4 | -13 | 2 | -18
CSc1nnc(C)c(=O)n1COC(=O)COc1ccc(Cl)cc1Cl | -0.7 | 4 | 1 | 2 | -8 | 9 | 27 | 6 | 8
CCn1cc(C(=O)NCCCOC(C)C)c2cc(OC)c(OC)cc2c1=O | 0.2 | 10 | -3 | -2 | -5 | -12 | 10 | 3 | -5
CCOc1cccc2sc(=NC(=O)c3ccco3)n(CC(=O)OC)c12 | 0.3 | 9 | · | 5 | 2 | 3 | 33 | 1 | -9
Cn1c(CCc2ccccc2)n[nH]c1=S | 0.3 | 6&10 | 8 | 9 | 0 | -7 | -20&29 | 7 | -4
Cc1ccc(NC2CC(=O)N(CCc3ccccc3)C2=O)cc1 (stereo unspecified) | 1.1 | 4 | 2 | -9 | -4 | -23 | 6 | 3 | -27
CCOc1ccc(Nc2nc(C)cc(C)c2C#N)cc1 | -0.7 | 6 | 3 | -25 | 2 | 0 | -9 | -3 | 1
CCN(CC)S(=O)(=O)c1ccc(C(=O)NCCSc2c[nH]c3ccccc23)cc1 | -0.7 | 10 | 3 | -12 | -1 | 6 | -31 | -6 | -5

10 consecutive records out of the list so far, for reference:
SMILES | S1P4 agonist | EP2 antag | NPY-Y1 antag | NPY1 pot ag | eIF4E 4G PPI | S1P4 antagonist | EP2 modulator | p97 inhibitor | NPY-Y2 PAM-ag
COc1cc2nc(Cl)nc(N3CCN(C)CC3)c2cc1OC | 0.5 | 5 | -1 | -6 | 0 | -8 | 5 | 7 | 15
Cc1ccc(S(=O)(=O)C(C#N)c2nc3ccccc3nc2N2CC(C)OC(C)C2)cc1C (stereo unspecified) | 1.4 | 9 | 3 | -23 | 4 | 0 | 40 | 0 | -16
CCCCS(=O)(=O)/C=C\C1C2C=CC(C2)C1S(=O)(=O)CCCC (stereo unspecified) | -1.0 | 14 | 3 | 9 | 3[fluorescence artefact?] | 10 | -9 | 1 | 11
COc1cc2c(cc1OC)/C(=C/c1ccc(Cl)cc1)C(=O)OC2 | 0.6 | 11 | -1 | 8 | -1 | -17 | -57 | -1 | 4
CN(CCCNC(=O)COc1cc(=O)n(C)c2ccccc12)Cc1ccccc1 | 0.2 | 2 | 2 | 16 | 3[fluorescence artefact?] | -10 | -4 | 4 | 5
COc1ccc(C(=O)NC(=S)Nc2ccc([N+](=O)[O-])cc2C)cc1OC | -3.0 | 6 | 5 | -36 | -3[fluorescence artefact?] | 4 | -13 | 2 | -18
CSc1nnc(C)c(=O)n1COC(=O)COc1ccc(Cl)cc1Cl | -0.7 | 4 | 1 | 2 | -8 | 9 | 27 | 6 | 8
CCn1cc(C(=O)NCCCOC(C)C)c2cc(OC)c(OC)cc2c1=O | 0.2 | 10 | -3 | -2 | -5 | -12 | 10 | 3 | -5
CCOc1cccc2sc(=NC(=O)c3ccco3)n(CC(=O)OC)c12 | 0.3 | 9 | · | 5 | 2 | 3 | 33 | 1 | -9
Cn1c(CCc2ccccc2)n[nH]c1=S | 0.3 | 6&10 | 8 | 9 | 0 | -7 | -20&29 | 7 | -4

Some of the compounds tested, so the mix of outcomes need not match the whole.
